# ROC1-CUL1 inh – human ROC1-CUL1 E3 ligase inhibition; AID 1347404; in vitro K48 di-Ub FRET, acceptor:donor ratio, 45 min; actives 0.6% (n = 140,000); inhibition, % at 10 µM; in the data active means inhibition above about 25%
# Target sequence (P62877 whole entry, looked up): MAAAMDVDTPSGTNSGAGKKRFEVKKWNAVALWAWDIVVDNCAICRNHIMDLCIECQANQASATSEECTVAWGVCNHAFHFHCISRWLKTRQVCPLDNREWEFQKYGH
# Target sequence (Q13616 whole entry, looked up): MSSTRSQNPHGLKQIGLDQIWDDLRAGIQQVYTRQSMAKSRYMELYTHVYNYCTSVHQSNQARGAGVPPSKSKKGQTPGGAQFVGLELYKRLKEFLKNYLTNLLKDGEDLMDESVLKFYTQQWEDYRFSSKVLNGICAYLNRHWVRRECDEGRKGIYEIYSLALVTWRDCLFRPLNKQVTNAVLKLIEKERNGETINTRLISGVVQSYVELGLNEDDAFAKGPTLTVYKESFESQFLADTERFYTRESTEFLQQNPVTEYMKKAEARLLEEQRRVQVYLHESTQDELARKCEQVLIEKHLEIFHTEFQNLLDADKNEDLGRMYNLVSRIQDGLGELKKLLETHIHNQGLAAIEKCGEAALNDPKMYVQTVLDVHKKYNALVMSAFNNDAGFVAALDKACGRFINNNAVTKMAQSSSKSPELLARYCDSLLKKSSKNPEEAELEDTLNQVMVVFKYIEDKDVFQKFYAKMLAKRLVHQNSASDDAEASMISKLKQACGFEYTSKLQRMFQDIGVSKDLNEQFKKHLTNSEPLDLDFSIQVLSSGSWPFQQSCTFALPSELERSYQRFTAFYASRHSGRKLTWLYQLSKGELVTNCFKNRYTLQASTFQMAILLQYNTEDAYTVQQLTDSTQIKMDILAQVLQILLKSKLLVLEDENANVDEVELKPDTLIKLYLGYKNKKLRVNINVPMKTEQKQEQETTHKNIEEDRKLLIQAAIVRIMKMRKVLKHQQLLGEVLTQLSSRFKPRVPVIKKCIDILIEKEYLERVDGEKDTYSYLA
# An asterisk follows results filed as active. This is a subset. The share of hits here may be higher or lower than overall.
ROC1-CUL1 inh | Molecule
4 | CCOc1cc(/C=C2\SC(=O)NC2=O)ccc1OCC(C)C
-9 | O=C(CSc1nnc(-c2cccc(F)c2)o1)Nc1ccccn1
5 | OCCNc1nc(-c2ccc(Br)cc2)cs1
-1 | Cc1ccc2c(=O)cc(C(=O)Nc3sc4c(c3C(N)=O)CCCC4)oc2c1
2 | CC1=NN(CCN2CCCCC2)c2nc3c(c(=O)n(C)c(=O)n3C)n2C1C (stereo not given)
5 | CCOc1cc(C2C(C(=O)c3ccc(OCc4ccccc4)cc3C)C(=O)C(=O)N2Cc2cccnc2)ccc1O (stereo not given)
-4 | COc1ccc(CNC(=O)Cn2c(=O)oc3cc(S(=O)(=O)N4CCCCCC4)ccc32)cc1
1 | Cc1cc(OCC(=O)NCCc2nc3ccccc3[nH]2)cc(C)c1Cl
-1 | COc1ccc(S(=O)(=O)NCc2ccc3c(c2)OCO3)cc1
-1 | CCc1ccccc1NC(=O)CSc1nncn2c1cc1oc(C)cc12
1 | CCN1CCSc2ccc(C(=O)NCc3ccc(OC(C)C)cc3)cc21
6 | NC(=O)c1cncc(N2CCC3(CC2)OCCO3)n1

ROC1-CUL1 inh | Molecule
1 | NC(=O)c1cc2ccccc2o/c1=N/NC(=S)Nc1ccccc1
-7 | CCC1=C(C(=O)OC)C(c2cccc(Cl)c2Cl)C(C#N)C(=N)O1 (stereo not given)
-6 | Cc1cccc(-n2c(C)nnc2SCC(=O)Nc2ccccc2)c1C
-2 | COc1cc(C2CC(=O)N=C3C2C(=O)N=C2C(C)=CC=CN23)cc(OC)c1OC (stereo not given)
8 | Cc1noc(C)c1C(=O)Nc1ccc(Cl)c(C(F)(F)F)c1
-1 | Cc1cc(C(=O)NC2CCN(Cc3ccccc3)CC2)no1
5 | Cc1ccccc1OCC(=O)NC(=S)Nc1ccc(S(=O)(=O)N2CCc3ccccc32)cc1
-3 | O=C1c2cccc([N+](=O)[O-])c2C(=O)N1C1CCCCCCCCCCC1
7 | CCOCCCNC(=O)C1CCN(c2nc3ccc(C)cc3[nH]2)CC1
4 | FC(F)(F)Oc1ccc2c(c1)NC(c1ccncc1)=NC(c1cccs1)=N2
6 | O=C1CN(C(=O)c2cccc(Br)c2)C(c2ccccc2)c2cc(Cl)ccc2N1 (stereo not given)
-2 | COCCN1CCCC2(CCN(Cc3cc(OC)c(OC)c(OC)c3)C2)C1 (stereo not given)

# An excerpt of these results, as comma-separated lines.
Compound,ROC1-CUL1 inh
Cc1cccc(-n2c(C)nnc2SCC(=O)Nc2ccccc2)c1C,-6
COc1cc(C2CC(=O)N=C3C2C(=O)N=C2C(C)=CC=CN23)cc(OC)c1OC (stereo not given),-2

# (continued)
ROC1-CUL1 inh | Molecule
-8 | COc1cc(I)c(CNCc2c(I)c(C)n(C)c2C)cc1OC
2 | COc1ccc(Nc2ccc3cc(S(=O)(=O)N4CCCC4)ccc3n2)cc1Cl
4 | Oc1ccccc1/C=N/Nc1nc(-c2ccccc2)cs1
9 | CCS(=O)(=O)N1CCC(C(=O)N2CCN(C)CC2)CC1
-5 | CCNC(=O)N1CCNC(=O)C1CC(=O)Nc1cccc(C(F)(F)F)c1 (stereo not given)
6 | O=C(c1ccco1)N1CCN(C(=O)c2cnn(-c3cccc(F)c3)c2C2CCNCC2)CC1
7 | COCC(=O)Nc1cccc(C(=O)Nc2ccc(OC)cc2)c1
-2 | O=C(COc1ccc2c(c1)CCC2)N1CCN(c2ccccc2F)CC1
-7 | CCOc1ccc(NC(=O)c2cc(CN3CCCC3)on2)cc1
-8 | O=C(Cn1c(=O)oc2cc(S(=O)(=O)N3CCCC3)ccc21)Nc1ccc(F)cc1F
6 | CCOc1ccc2ccccc2c1/C=C1\C(=O)NC(=S)N(c2cccc(Cl)c2Cl)C1=O
12 | O=C(Cn1cccn1)NCc1cccnc1N1CCCCCCC1

ROC1-CUL1 inh | Molecule
0 | CCOC(=O)CC(=O)CSc1nc(-c2ccc(OC)cc2OC)cc(-c2cccs2)c1C#N
-2 | CCc1ccc(C2c3c(n[nH]c3-c3ccc(Cl)c(Cl)c3)OC(=N)C2C#N)cc1 (stereo not given)
3 | Cc1ccccc1OC(=O)CSc1nnc(-c2cccs2)o1
14 | CC1(C)OC(=O)C(C=NNC(=O)c2ccccc2O)C(=O)O1
-3 | COc1ccc(S(=O)(=O)Nc2ccc(C)cc2NS(=O)(=O)c2ccc(OC)cc2)cc1
-5 | Cc1csc(N/N=C\c2ccccc2)n1
-5 | Cc1csc(C)[n+]1CC(=O)c1ccccc1
4 | Cc1ccccc1C1(CC(=O)N2CCN(c3ncccn3)CC2)CC(=O)N(Cc2ccccc2)C1=O (stereo not given)
-10 | CSc1nc2sc(-c3ccccc3)cc2c(=O)n1-c1ccc(Cl)cc1Cl
12 | CCSc1ccccc1C(=O)NCCC1=CCCCC1
0 | CC(=N[C@H](c1ccccc1)[C@H](N=C(C)c1ccccc1O)c1ccccc1)c1ccccc1O
-1 | COc1cc(Cl)c(C)cc1NC(=O)CSc1nc2c(c(=O)[nH]1)CCCC2

# Ordered by value in ROC1-CUL1 inh (highest first): 3 of the compounds above.
SMILES | ROC1-CUL1 inh
CCc1ccccc1NC(=O)CSc1nncn2c1cc1oc(C)cc12 | -1
CCc1ccc(C2c3c(n[nH]c3-c3ccc(Cl)c(Cl)c3)OC(=N)C2C#N)cc1 (stereo not given) | -2
Cc1csc(C)[n+]1CC(=O)c1ccccc1 | -5

# The main list resumes, repeating the 5 entries before the break.
ROC1-CUL1 inh | Molecule
4 | Cc1ccccc1C1(CC(=O)N2CCN(c3ncccn3)CC2)CC(=O)N(Cc2ccccc2)C1=O (stereo not given)
-10 | CSc1nc2sc(-c3ccccc3)cc2c(=O)n1-c1ccc(Cl)cc1Cl
12 | CCSc1ccccc1C(=O)NCCC1=CCCCC1
0 | CC(=N[C@H](c1ccccc1)[C@H](N=C(C)c1ccccc1O)c1ccccc1)c1ccccc1O
-1 | COc1cc(Cl)c(C)cc1NC(=O)CSc1nc2c(c(=O)[nH]1)CCCC2
-1 | O=C(Cn1c(-c2cccs2)cc2ccccc21)N1CCN(c2ccc(F)cc2)CC1
0 | CC1=NN(C)c2nc3c(c(=O)n(Cc4ccc(C)cc4)c(=O)n3C)n2C1
-5 | COC(=O)c1cc2ccc(/C=C/C#Cc3c(C)cc(C)cc3C)cc2c2ccccc12
4 | COc1cccc2c(=O)cc(-c3ccc4c(c3)OCO4)n(C)c12
-4 | CN(C)c1ccc(C2C3C(=O)CCCC3=NC3=NC(=O)NC(=O)C32)cc1 (stereo not given)
1 | CCCCN(C)C(=O)c1cc(COc2c(F)cccc2F)on1
1 | O=C(NC(=S)N1CCCc2ccccc21)c1ccc(Br)cc1
-4 | COc1ccc(-c2nc(Cn3c(SCc4ccccc4F)nc4ccncc43)c(C)o2)cc1OC
15 | COc1ccc(OC)c(NC(=O)Cn2nc3c(cc2=O)CCCC3)c1
1 | COc1ccc(CCCC(=O)N/N=C/c2ccc(OC)c(Br)c2)c(C)c1
-4 | Clc1ccc2nc3ccccc3c(-c3ccccc3)c2c1
0 | COc1ccc(NC(=O)CSc2n[nH]c(-c3ccccc3)n2)cc1Cl

ROC1-CUL1 inh | Molecule
5 | CCOc1cc(C2C3=C(CCCC3=O)OC(=N)C2C#N)ccc1OCc1ccccc1 (stereo not given)
5 | CCC(OC(=O)c1ccc2nc(-c3ccccc3)c(-c3ccccc3)nc2c1)C(=O)c1ccccc1 (stereo not given)
8 | O=C(C1COc2ccccc2C1)N1CCc2onc(-c3ccccc3F)c2C1 (stereo not given)
3 | COC(=O)C(Cc1ccc(OC)c(OC)c1)C(Cc1ccc(OC)c(OC)c1)C(=O)OC (stereo not given)
-6 | CCc1ccccc1N(CC)C(=O)c1cc2c(s1)-c1ccccc1OC2
4 | CSCCC(=O)N1CCCC(N2CCN(c3ccccc3F)CC2)C1 (stereo not given)
8 | Brc1c(-c2ccncc2)[nH]c2ccccc12
-5 | Cc1c(NC(=O)Nc2ccccc2C(F)(F)F)sc2nc3n(c(=O)c12)CCC(C)CC3 (stereo not given)
-2 | O=C(c1ccc(F)cc1)N1CCN(C2NS(=O)(=O)C3CCCCC23)CC1 (stereo not given)
1 | COc1ccc(CCN2C(=O)O[C@@H]3CN(Cc4ccc(C)s4)C[C@@H]32)cc1
-7 | Cc1c(C(=O)N2CCCCCC2)c(S(=O)(=O)N(Cc2ccccc2)C(C)(C)C)c(C)n1C
-4 | C=CCn1c(=O)n(-c2ccccc2)c(=O)c2ccccc21

ROC1-CUL1 inh | Molecule
11 | Cc1[nH]n(-c2ccccc2)c(=O)c1N=Nc1ccc2ncsc2c1
5 | Cc1sc(C)c(C2C=CNC=N2)c1Br (stereo not given)
6 | Cc1ccnc(NC(=O)c2cc(Br)ccc2I)c1
-6 | c1ccc(-c2csc(N3CCNCC3)n2)cc1
-8 | CS(=O)(=O)N1CCN(c2ccc([N+](=O)[O-])c(NCCOc3ccc(Cl)cc3)c2)CC1
3 | Cc1ccc2nc(-c3ccc(Cl)c(NC(=O)c4ccc5c(c4)OCCO5)c3)oc2c1
4 | COCC(=O)NC1CCCc2nc(N(C)C)ncc21 (stereo not given)
6 | COC(=O)CN1C(=O)CSc2ccc(S(=O)(=O)Nc3cccc(C)c3C)cc21
0 | CCOC(=O)N1CCN(C2CCCN(C(=O)c3ccsc3)C2)CC1 (stereo not given)
-5 | CCn1c2ccccc2c2cc(/C=N/NC(=O)CSc3nnc(-c4ccc(OC)c(OC)c4)n3-c3ccccc3)ccc21
-7 | COc1ccccc1NC(=O)c1sc2nc(-c3ccc(C)cc3)cc(-c3ccc(OC)c(OC)c3)c2c1N
5 | O=C(Nc1ccccn1)c1cccc(NC(=O)c2ccc([N+](=O)[O-])cc2[N+](=O)[O-])c1

ROC1-CUL1 inh | Molecule
6 | CC1CCN(S(=O)(=O)c2ccc3c(c2)N(CC(=O)NCCc2ccc(Cl)cc2)C(=O)CO3)CC1
81* | OCc1ccc(C#Cc2ccccc2)o1
0 | Cc1ccc(-c2c3c(nc4sc(C(=O)Nc5ccccc5C)c(N)c24)CCCC3)o1
-9 | Cc1ccc(OC(C)C(=O)NC(C)c2ccccc2)cc1 (stereo not given)
7 | Cc1ccccc1N1CCN(C(=O)CN2Cc3ccccc3OC(c3ccccc3F)C2)CC1 (stereo not given)
13 | CNC(=S)N/N=C/c1ccc(OCc2ccccc2)c(Br)c1
2 | COC(=O)C1=C(C(=O)OC)c2cccc3cccc1c23
-11 | CCOc1ccccc1NC(=O)c1cc(OC)cc(OC)c1
9 | COc1ccc(CCCC(=O)NCC(=O)N/N=C/c2cccc(Cl)c2Cl)cc1
2 | O[C@H]1CN(Cc2nc(-c3ccc(F)cc3)cs2)C[C@@H]1N1CCOCC1
1 | O=c1n(CCSc2nnnn2-c2ccccc2)nnn1-c1ccccc1
-6 | COc1ccc(NCc2nnc(SCC(=O)Nc3ccccc3Cl)o2)cc1

ROC1-CUL1 inh | Molecule
-13 | Cc1ncc2c(c1CNC(=O)/C=C/c1cccs1)CCN(C(=O)C[C@@H]1C[C@@H](C)NC(=S)N1)C2
5 | Cc1ccccc1S(=O)(=O)Nc1cc(C(=O)NCCc2ccccc2)ccc1Cl
5 | O=C(NCc1ccccc1)C1CCN(C(=O)c2cnn(-c3ccccc3)c2-n2cccc2)CC1
-5 | Nc1c(C(=O)Nc2ccc(N3CCOCC3)cc2)sc2ncccc12
-2 | CCN1CCc2c(oc3nc(SCc4ccccc4)n(Cc4ccccc4)c(=S)c23)C1
3 | Cc1ccc2nc(-c3cccc(Cl)c3)c(Nc3ccc4c(c3)OCO4)n2c1
-2 | O=C(Cn1cc(/C=C2\SC(=O)N(Cc3ccccc3)C2=O)c2ccccc21)Nc1ccc2c(c1)OCO2
-1 | CCN1c2ccccc2-n2cccc2C12CCN(C(=O)Nc1ccccc1Br)CC2
1 | CCCN(CCC)C(=O)Cn1c(=O)n(-c2ccc(OC)cc2)c(=O)c2ccc(C(=O)NCc3ccc(C)cc3)cc21
1 | CCOc1cc(C#N)c(NC(=O)C2CCCCC2)cc1OCC
1 | O=C(NN=C1CCN(Cc2ccccc2)CC1)c1cccc(Cl)c1
10 | CCOC(=O)c1ccccc1NC(=O)c1cccs1

ROC1-CUL1 inh | Molecule
7 | O=C(Cc1cccs1)Nc1nnc(COc2ccccc2)s1
2 | COc1cccc(OC)c1OCCOCCN1CC(C)CC(C)C1 (stereo not given)
-9 | COc1cc(CN2CCOc3ccc(CN4CCc5sccc5C4)cc3C2)cc2c1OCO2
-9 | O=C(CSc1nnc(COc2ccc(Cl)cc2)o1)Nc1ccccc1
6 | N/N=C1\c2ccccc2C(=O)C1C(=O)CC(c1ccccc1)c1ccccc1 (stereo not given)
5 | CCc1ccc(CNC(=O)C2CCN(C(=O)N3CC(CC)Oc4ccc(C)cc43)CC2)cc1 (stereo not given)
-11 | CC(=O)N1CCCc2cc(S(=O)(=O)NCc3ccc(N(C)C)cc3)ccc21
7 | COc1ccccc1N1CCN(/N=C2/C(=O)Nc3ccccc32)CC1
9 | COc1ccc(-n2c(C)c([N+](=O)[O-])c3ccc(O)c(CN(C)C)c32)cc1
2 | CN(C)c1ccc(CN(C(=O)COc2ccccc2Cl)C2CCS(=O)(=O)C2)cc1 (stereo not given)
5 | CC(=O)Nc1ccc(/C=N/N=C2\NC(=O)C(CC(=O)O)S2)cc1 (stereo not given)
-3 | N#Cc1c(NC(=O)CSC2=N/C(=C/c3ccccc3)C(=O)N2c2ccccc2)sc2c1CCCC2

ROC1-CUL1 inh | Molecule
0 | CC(=O)OCC#CCSc1nnc(-c2ccc(C)cc2)o1
3 | CC(=O)N1CCCC(Nc2ccccc2)C1 (stereo not given)
2 | CC(C)c1ccc(NC(=O)Nc2ccc(CC(=O)O)cc2)cc1
2 | COc1ccccc1N1CC(C(=O)Nc2cccc(C(=O)O)c2)CC1=O (stereo not given)
1 | CCCC(CCC(=O)Nc1ccccc1C)C(=O)O (stereo not given)
-11 | COc1ccc(C(C(=O)Nc2ccc(C(C)C)cc2)N(C)C(=O)Cc2cccs2)cc1 (stereo not given)
2 | CN(c1ccccc1)c1nccc(Cl)n1
2 | O=C(C1CCCO1)N1N=C(c2ccc(Br)cc2)CC1c1ccco1 (stereo not given)
-4 | CC(=O)CC(c1ccc([N+](=O)[O-])cc1)C1C(=O)Oc2ccccc2C1=O (stereo not given)
5 | CCN(CC)C(=O)c1cnn(-c2nccc(-c3cc(C)sc3C)n2)c1C
1 | O=C(CN1C(=O)c2ccccc2C1=O)N1CCCC(CO)(CCOc2ccccc2)C1 (stereo not given)

# Bioassay records as filed in PubChem.
